TDP1 cell noCPT = qHTS for Inhibitors of human tyrosyl-DNA phosphodiesterase 1 (TDP1): qHTS in cells in absence of CPT. DT40 Tdp1-/- hTDP1 cells, no CPT, ATP luminescence, 48 h. Potency, µM (series often up to 46.2 µM), inactives show at the highest dose activity change, negative = growth inhibition, actives largely listed as inhibitors. AID 686978, 2013. hit rate 15% among 420,000; also: nearly all actives have a fitted effect of over 55% in size
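Cells were dispensed at 400 per well, compounds added by pin tool, plates incubated ≥48 hr at 37 °C, then CellTiter-Glo added for 30 min at room temperature before luminescence reading. Line: DT40 Tdp1-/- complemented with hTDP1; camptothecin omitted.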
TDP1 block = qHTS Assay for Inhibitors of Tyrosyl-DNA Phosphodiesterase (TDP1). Tyrosyl-DNA phosphodiesterase 1 (Homo sapiens), Q9NUW8. AID 485290, 2010. Potency, µM (highest dose often 130 µM), inactives show at the top dose activity change, negative = inhibition, actives largely listed as inhibitors. hit rate 0.28% among 350,000. recombinant TDP1, AlphaScreen DNA substrate cleavage; also: nearly all actives have a fitted effect of over 40% in size
Target sequence (Q9NUW8 whole entry, looked up): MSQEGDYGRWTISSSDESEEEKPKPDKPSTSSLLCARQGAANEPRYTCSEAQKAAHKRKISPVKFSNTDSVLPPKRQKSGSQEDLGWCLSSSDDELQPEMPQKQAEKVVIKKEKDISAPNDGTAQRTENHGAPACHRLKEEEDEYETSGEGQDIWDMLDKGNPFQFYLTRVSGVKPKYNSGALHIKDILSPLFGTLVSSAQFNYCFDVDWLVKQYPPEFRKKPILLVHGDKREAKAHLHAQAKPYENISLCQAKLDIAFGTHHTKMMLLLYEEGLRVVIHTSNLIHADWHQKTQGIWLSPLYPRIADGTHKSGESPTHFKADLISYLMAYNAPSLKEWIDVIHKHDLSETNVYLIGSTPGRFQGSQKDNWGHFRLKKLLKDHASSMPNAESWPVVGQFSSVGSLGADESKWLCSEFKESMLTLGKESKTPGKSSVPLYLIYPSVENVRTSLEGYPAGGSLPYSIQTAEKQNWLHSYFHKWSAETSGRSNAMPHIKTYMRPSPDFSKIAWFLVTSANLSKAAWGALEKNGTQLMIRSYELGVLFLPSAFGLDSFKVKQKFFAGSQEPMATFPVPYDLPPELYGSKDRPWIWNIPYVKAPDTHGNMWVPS
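Compounds were preincubated with Tdp1 (1 nM final) for 15 min at room temperature before substrate (15 nM final) started a 5 min reaction; beads (10 ug/ml final) were then added for 10 min before AlphaScreen detection.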
DT40 TDP1 CPT = qHTS for Inhibitors of human tyrosyl-DNA phosphodiesterase 1 (TDP1): qHTS in cells in presence of CPT | Potency, µM (doses to about 46.2 µM), inactives show top-dose activity change, negative = growth inhibition, actives largely listed as inhibitors | AID 686979, 2013 | hit rate 12% among 420,000 | chicken DT40 Tdp1-/-;hTDP1 cells + 20 nM CPT, ATP luminescence, 48 h; also: nearly all actives have a fitted effect of over 55% in size
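Chicken DT40 Tdp1-/- cells stably complemented with human TDP1 were seeded at 400 cells/well in medium containing 20 nM camptothecin, exposed to pin-transferred compounds, and grown at 37 °C for at least 48 hr. Viability was read as ATP luminescence.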
* marks the source's active call; other numbers are inactive results; ? = inconclusive; . = no result given; [ ] = dose if it differs, or a comment. Calls follow the shape of the dose curve; as a rule, active = well fitted curve in the direction sought with a large enough effect; inconclusive = small, poorly fitted or top-dose-only effect, or another doubt; inactive = no such curve, though single readings can be large; an effect the other way counts as inactive or inconclusive. % is scaled to controls: 0 for no effect and ±100 for the full control effect; potency is read from the fitted curve at half-maximal effect.

SMILES	TDP1 cell noCPT	TDP1 block	DT40 TDP1 CPT
CCOC(=O)C1(Cc2cccc(Cl)c2)CCCN(C(=O)c2ccnn2C)C1 (stereo not given)	?	2%	15µM*
Cc1cc(/C=N/NC(=O)c2cc3ccccc3o2)c(C)n1C	23µM*	5%	15µM*
Cn1cnnc1SCC(=O)c1ccco1	-8%	-6%	-11%
O=[N+]([O-])c1cccc(-c2ccc(C(=S)N3CCN(c4ccccc4)CC3)o2)c1	?	.	?
CSc1ccc(C2C(C#N)=C(N)N(c3ccccc3)C3=C2C(=O)CCC3)cc1 (stereo not given)	-28%	7%	-13%
COc1cc(/C=N/N(C)S(=O)(=O)c2ccc(C)cc2)cc([N+](=O)[O-])c1O	-14%	.	4%
CN(C)Cc1ccc(CNC(=O)COc2ccc3ccccc3c2)cc1	?	5%[0.0935 µM]	-27%
COc1cccc(C(O)c2nc(-c3ccc4ccccc4c3)cs2)c1 (stereo not given)	-29%	.	?
CC(C)CC(=O)Nc1ccnn1C1CCN(C(=O)c2ccc(F)cc2Cl)CC1	?	1%	-2%
Cc1cc(OCC(=O)OCC(=O)NC2CCCCC2C)ccc1Cl (stereo not given)	10%	1%	-2%
COc1ccc(CCNC(=O)C2CCC(CNc3c(N4CCCC4)c(=O)c3=O)CC2)cc1OC (stereo not given)	-16%	-4%	3%
CCN(C(=O)Cn1c(SCC(=O)NCc2ccccc2)nc2ccccc21)c1cccc(C)c1	?	6%	?
Cc1cc(C)cc(N2CC(C)Cn3c2nc2c3c(=O)[nH]c(=O)n2C)c1 (stereo not given)	?	.	-30%
CCN1CCN(c2ccc(S(=O)(=O)N3CCCCC3)cc2NC(=O)c2cccc(C(F)(F)F)c2)CC1	18µM*	1%[0.505 µM]	?
Cc1nc(CC(C)C)cc(C(=O)N2CCCC(Nc3ccc(C)c(C)c3)C2)n1 (stereo not given)	-3%	5%	4%
CCn1ncc(C2=NOC(C(=O)N3CCN(c4ccccc4)CC3)C2)c1C (stereo not given)	-22%	5%	-26%
COc1ccccc1NC(=O)CNC(=O)c1ccc(F)cc1	-27%	0%	-8%
CC(C)c1nnc(NC(=O)CCC(=O)NCc2ccccc2Cl)s1	26%	3%	-3%
COCc1cc(C)n(CC(=O)Nc2ccccc2OC)c(=O)c1C#N	?	4%	?
CCCn1nnc(NC(=O)c2ccc(OC)cc2)n1	-7%	4%	-16%
COc1ccc(C(CCN2CCOCC2)c2c(OC)cc(OC)c3c(-c4ccccc4)cc(=O)oc23)cc1 (stereo not given)	8.2µM*	5%[56.1 µM]	6.5µM*
Cc1ccc(S(=O)(=O)N2CCCCC2)cc1NS(=O)(=O)c1ccccc1F	-18%	0%	22%
CCC(CC)C(=O)NCc1ccc(Cl)cc1	-21%	3%	?
Cc1cc(C)c2c(CC(=O)Nc3ccc(S(=O)(=O)Nc4ncccn4)cc3)coc2c1	-14%	2%	-17%
COc1ccc(N(CC(=O)Nc2ccccc2F)S(=O)(=O)c2ccc(C)c([N+](=O)[O-])c2)cc1	23µM*	-3%	?
COc1ccc(Cl)cc1Nc1cc(C)nc2ccccc12	15µM*	.	?
CCCCCCCCCCOC(=O)Cn1c(COc2ccccc2)[n+](C)c2ccccc21	2.6µM*	.	5.8µM*
CCOc1cc(/C=N/NC(=O)CSc2nncn2C)ccc1OCc1cccc(C)c1	?	3%	?
O=c1c2c(nc3cc(-c4ccccc4)[nH]n13)CCS2	-24%	4%	-5%
COc1ccc(NC(=O)CCC(=O)c2cccs2)cc1S(=O)(=O)Nc1ccc(Cl)cc1	0%	8%	-18%
CCc1ccc(NC(=O)Cn2c(=O)n(CCCCC(=O)NCc3ccc4c(c3)OCO4)c(=O)c3ccccc32)cc1	-27%	7%	?
Cc1cccc(Nc2nc(-c3ccccc3)c3cc(C)ccc3n2)c1	?	-9%[12.3 µM]	?
CCCn1c2c(c(O)c(C(=O)Nc3ccccc3)c1=O)CCCC2	-22%	4%	0%
C=CCN=C1CC(C)(C)CC(=O)/C1=C(\O)CCCN1C(=O)c2ccccc2C1=O	?	-1%	0%
COc1ccc(-c2cc3c(=O)n(CC(=O)N4CCN(C)CC4)ncn3n2)cc1	-27%	.	21µM*
CCn1cc(C(c2ccccc2)C(C(C)=O)[N+](=O)[O-])c2ccccc21 (stereo not given)	?	4%	?
Cc1ccccc1C(=O)NCCc1nnc(SCC(=O)Nc2nc(-c3ccccc3)cs2)n1C	?	0%	-25%
COc1cc(-c2nc3ccccn3c2NCc2ccccc2)ccc1SC1CCCCC1	?	.	26µM*
CCn1c(=O)c2cc(C(=O)NCCCN3CCN(C)CC3)sc2c2ccccc21	?	1%	16µM*
CN1CCN(C(=O)c2ccc3c(c2)N(Cc2ccc(Cl)cc2)C(=O)c2ccccc2S3=O)CC1 (stereo not given)	-9%	5%	-24%
CCCCN(CCCC)C1=C(C(=O)c2ccccc2)N(CC)S(=O)(=O)c2ccccc21	26µM*	.	13µM*
COc1ccc(-c2ccc(=O)n(CC(=O)Nc3ccccc3C(F)(F)F)n2)cc1	-12%	2%	-9%
COc1ccc(/C=C/CN2CCC(Oc3ccc(C(=O)N4CCCCC4)cc3)CC2)cc1	15µM*	5%[56.1 µM]	?
COc1ccc(NC(=S)N2CCCC(c3nc4ccc(C)cc4[nH]3)C2)c(OC)c1 (stereo not given)	?	6%	-16%
N=c1n(CCN2CCCC2)c2ccccc2n1CC(O)c1ccco1 (stereo not given)	-13%	7%	-26%
O=C(CNC(=O)c1ccc(Cl)cc1)OCC(=O)N1CCCC1	-10%	1%	14%
CS(=O)(=O)Nc1cccc(-c2ccc3nncn3c2)c1	-6%	.	6%
CC(C)C(C)NC(=O)CN1C(=O)NC(C)(c2ccc3ccccc3c2)C1=O (stereo not given)	-4%	.	28%
Cc1cccc(C2NC(=O)c3ccccc3O2)c1 (stereo not given)	-16%	.	-2%
Cc1cc(C)n2c(SCC(=O)Nc3ccc(F)cc3F)nnc2n1	-1%	0%	-18%
Cc1noc(C)c1S(=O)(=O)N1CCCC(C(=O)NCc2ccccn2)C1 (stereo not given)	1%	0%	-2%
Cc1ccc(CNC(=O)CN2C(=O)C3(SCC(=O)N3c3ccc(F)cc3)c3ccccc32)cc1 (stereo not given)	?	5%	?
CCN(Cc1cccs1)C(=O)c1cccc(S(=O)(=O)N2CCN(C)CC2)c1	-3%	0%	-15%
COc1ccc(S(=O)(=O)N2CCOCC2)cc1NC(=O)CO/N=C/c1ccccc1OC(F)F	?	3%	?
Cc1ccc(C)c(-n2c(=O)c(C#N)cc3c(=O)n4ccccc4nc32)c1	2%	-2%	14%
CCCCn1c(N)c(N(CCC(C)C)C(=O)CSc2nncn2-c2ccccc2)c(=O)[nH]c1=O	16%	0%	1%
CC1(OC(=O)C2CCCC2)C(=O)C=C2C=C(c3ccsc3)N(C(CO)CO)C=C2C1=O (stereo not given)	-11%	13%[12.3 µM]	-9%
CSc1ccc(/C=C/C(=O)c2ccc(NC(C)=O)cc2)cc1	21µM*	4%	16µM*
Cc1onc(-c2c(Cl)cccc2Cl)c1C(=O)Nc1ccc(Cl)cn1	?	1%	?
COc1cccc(CNc2ccc([N+](=O)[O-])c(NCC(=O)O)n2)c1	-8%	5%	0%

The list goes on.
SMILES	TDP1 cell noCPT	TDP1 block	DT40 TDP1 CPT
C[C@H](CO)N1C[C@H](C)[C@@H](CN(C)S(=O)(=O)c2ccc(-c3ccccc3)cc2)OCc2cn(nn2)CCCC1=O	?	.	-26%
CN(CCO)C(=O)c1cn(C2CCN(Cc3ccc4ccccc4c3)CC2)nn1	-9%	.	16%[9.04 µM]
CC(NC(=O)C1=CC=CN2CCS(=O)(=O)N=C12)c1ccc(Cl)c(Cl)c1 (stereo not given)	-14%	2%	-2%
O=C(COc1ccccc1Cl)Nc1ccc(NC(=O)c2ccco2)cc1	4%	1%	-4%
COc1ccccc1OCc1ccc(C(=O)N2CCOCC2)o1	-15%	1%	-3%
Cc1ccn(CCC(=O)NC2CCCc3c2cnn3-c2cccc(C)c2C)n1 (stereo not given)	-1%	2%	?
CCCCOc1ccc(N(CC(=O)NCc2ccccc2)C(=O)c2csnn2)cc1	16µM*	2%[0.0935 µM]	?
CCOc1c(Cl)cc(CNCC(C)C)cc1Cl	?	.	-24%
O=[N+]([O-])c1ccccc1S(=O)(=O)Nc1ccc(S(=O)(=O)Nc2nccs2)cc1	16µM*	.	?
COc1cc(NC(=O)[C@@H](NC(=O)c2ccco2)C(C)C)c(OC)cc1NC(=O)c1ccccc1	?	0%	-6%
COc1ncnc2c1cnn2-c1ccccc1	5%	0%	-1%
Cc1cc(C)cc(NCc2ccncc2)c1	2%	.	-1%
COc1ccc(NC(=O)CN(C)C(=O)c2ccc(=O)[nH]c2)cc1	13%	1%	3%
CCOc1ccc(-c2nnc(SCC(=O)Nc3cccc(C#N)c3)o2)cc1	?	-6%	?
O=C(NNc1nc2ccccc2s1)Nc1ccc(F)cc1	?	9%	1%
COc1ccc2c(c1)OC13CCCCC1C2C(C(=O)c1ccccc1)C(=O)N3 (stereo not given)	?	-4%	?
COc1ccc(/C=C2\SC(=O)N(CCCC(=O)Nc3ccc(C(=O)O)cc3)C2=O)cc1	?	.	-20%
Cn1c2ccccc2c2nnc(SCC(=O)NC3CC3)nc21	-23%	-5%[0.0935 µM]	-2%
O=C1OC[C@@H]2CCCN2C(=O)[C@H](CC(=O)N(CCO)Cc2ccccc2)C/C=C\CC[C@H]1Cc1ccc(F)cc1	?	1%	23µM*
CN(CCc1ccccc1)C(=O)c1cccc(NC(=O)Cc2cccc(NC(=O)C3CCN(C(=O)C4CCCC4)CC3)c2)c1	-24%	.	?
COc1ccc(C(=O)Nc2nnc(-c3ccco3)s2)cc1	?	?	?
CCOc1ccc(N=C2SC(C(=O)Nc3ccccc3C#N)C(N)=C2C(=O)Nc2ccc(Cl)cc2)cc1 (stereo not given)	4%	11%	2%
Cc1cc(C)c(NC(=O)c2cc3sc(Cl)cc3n2C)c(C)c1	-14%	0%	-28%
Cc1cc(=O)n2nc(N3CCC(C(=O)NCCc4ccccc4)CC3)sc2n1	-5%	9%	-13%
Cc1cc(C)c(NC(=O)COC(=O)C2=COCCO2)c(C)c1	7%	.	-18%
Cc1ccc(C(=O)N2CCc3cc4c(cc3C2C)OCCCO4)cc1 (stereo not given)	?	8%	23µM*

14 structures out of the list, arranged by molar mass, rising:
SMILES	TDP1 cell noCPT	TDP1 block	DT40 TDP1 CPT
Cc1cc(C)cc(NCc2ccncc2)c1	2%	.	-1%
COc1ncnc2c1cnn2-c1ccccc1	5%	0%	-1%
COc1ccc(C(=O)Nc2nnc(-c3ccco3)s2)cc1	?	?	?
O=C(NNc1nc2ccccc2s1)Nc1ccc(F)cc1	?	9%	1%
Cc1cc(C)c(NC(=O)COC(=O)C2=COCCO2)c(C)c1	7%	.	-18%
Cn1c2ccccc2c2nnc(SCC(=O)NC3CC3)nc21	-23%	-5%[0.0935 µM]	-2%
Cc1cc(C)c(NC(=O)c2cc3sc(Cl)cc3n2C)c(C)c1	-14%	0%	-28%
Cc1ccc(C(=O)N2CCc3cc4c(cc3C2C)OCCCO4)cc1 (stereo not given)	?	8%	23µM*
CCOc1ccc(-c2nnc(SCC(=O)Nc3cccc(C#N)c3)o2)cc1	?	-6%	?
Cc1cc(=O)n2nc(N3CCC(C(=O)NCCc4ccccc4)CC3)sc2n1	-5%	9%	-13%
COc1ccc(/C=C2\SC(=O)N(CCCC(=O)Nc3ccc(C(=O)O)cc3)C2=O)cc1	?	.	-20%
COc1cc(NC(=O)[C@@H](NC(=O)c2ccco2)C(C)C)c(OC)cc1NC(=O)c1ccccc1	?	0%	-6%
CCOc1ccc(N=C2SC(C(=O)Nc3ccccc3C#N)C(N)=C2C(=O)Nc2ccc(Cl)cc2)cc1 (stereo not given)	4%	11%	2%
O=C1OC[C@@H]2CCCN2C(=O)[C@H](CC(=O)N(CCO)Cc2ccccc2)C/C=C\CC[C@H]1Cc1ccc(F)cc1	?	1%	23µM*
